GPR151 activ: activators of human GPR151. PathHunter beta-arrestin GPR151 cells, luminescence. activation, % at 11.2 µM. 1% of 650,000 active; in the data active = activation above about 4.9%;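 note: 0% = median of compound wells and 100% = cells with positive control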
Target sequence (Q8TDV0 whole entry, looked up): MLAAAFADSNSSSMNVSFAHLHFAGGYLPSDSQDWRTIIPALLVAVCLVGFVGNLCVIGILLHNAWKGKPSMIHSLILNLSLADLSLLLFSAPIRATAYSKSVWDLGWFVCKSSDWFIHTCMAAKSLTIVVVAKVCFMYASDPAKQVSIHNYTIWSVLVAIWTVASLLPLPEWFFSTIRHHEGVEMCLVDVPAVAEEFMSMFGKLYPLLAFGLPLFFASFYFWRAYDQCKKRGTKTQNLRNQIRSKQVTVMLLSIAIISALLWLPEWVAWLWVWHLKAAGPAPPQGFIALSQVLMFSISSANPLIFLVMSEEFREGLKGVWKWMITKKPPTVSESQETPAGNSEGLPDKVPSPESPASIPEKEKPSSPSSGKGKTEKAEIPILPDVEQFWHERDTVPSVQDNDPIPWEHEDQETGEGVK
MITF primary: blocks human microphthalmia-associated transcription factor; 0.91% of 650,000 active; inhibition, % at 2.6 µM; O75030; AID 1259374; AlphaScreen MITF homodimerization, bead proximity signal; in the data active = inhibition above about 50%;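 note: 0% = vehicle wells with protein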
Target sequence (O75030 whole entry, looked up): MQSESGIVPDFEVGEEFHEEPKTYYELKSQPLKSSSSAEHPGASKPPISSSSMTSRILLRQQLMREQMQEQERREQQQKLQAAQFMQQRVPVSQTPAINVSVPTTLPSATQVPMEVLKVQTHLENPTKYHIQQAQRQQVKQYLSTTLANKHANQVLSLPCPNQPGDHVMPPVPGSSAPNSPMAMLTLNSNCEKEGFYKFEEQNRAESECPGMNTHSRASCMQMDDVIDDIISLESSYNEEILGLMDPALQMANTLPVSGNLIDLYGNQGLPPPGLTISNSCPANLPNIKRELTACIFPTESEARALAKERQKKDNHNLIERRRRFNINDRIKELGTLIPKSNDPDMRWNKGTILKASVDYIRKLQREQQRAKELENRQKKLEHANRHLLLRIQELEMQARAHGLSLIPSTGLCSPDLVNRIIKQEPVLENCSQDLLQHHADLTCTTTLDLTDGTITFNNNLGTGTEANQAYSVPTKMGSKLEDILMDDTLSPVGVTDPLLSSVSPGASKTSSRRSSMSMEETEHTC
TEAD-YAP inh: TEAD-YAP interaction inhibition; HEK-TIYL cells, TEAD-Gal4/YAP UAS-luciferase luminescence; inhibition, % at 9.12 µM; 1.4% of 640,000 active; AID 1259422; in the data active = inhibition above about 32%;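 note: 0% = median of test compound wells and 100% = reference inhibitor wells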
FBW7 activator: activators of human E3 ligase FBW7; AlphaScreen FBW7–phospho-cyclin E peptide binding, activator screen; normalized activity (activation), % at 26.1 µM; 0.13% of 650,000 active; AID 1259310; in the data active = normalized activity above about 1.9%;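 note: purified mutant Fbw7 with reduced substrate affinity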
* marks the source's active call; other numbers are inactive results; nt = not tested or not shown. Hits appear at their usual frequency. About 3.4% of those tested had a hit in this group.

Values in the order: GPR151 activ	MITF primary	TEAD-YAP inh	FBW7 activator
- COc1ccc(C(=O)NCc2nnc(SCC(=O)N3N=C(c4ccc(OC)cc4)CC3c3cccc(OC)c3OC)n2C)cc1 (stereo not given)
 : -0.6	3	-7	0.0
- Cc1cc(C)cc(NC(=S)NCCCN2CCCC2=O)c1
 : 0.7	-3	-4	-0.1
- CCCCOc1ccc(NC(=O)CCCCCN2C(=O)c3ccccc3C2=O)cc1
 : 1.1	11	4	0.2
- COc1ccc(-c2cc(Nc3cc(OC)c(OC)c(OC)c3)ncn2)cn1
 : -0.9	3	-5	-0.1
- CCOC(=O)C1CCN(C(C(=O)NC2CCCC2)c2ccc(OC)cc2)CC1 (stereo not given)
 : -1.2	2	-3	0.0
- CCOC(=O)CSc1nc2sc3c(c2c(=O)n1-c1ccccc1)CC(C(C)C)OC3 (stereo not given)
 : 0.7	4	-6	0.0
- CC(=O)Nc1ccc(Nc2cc(NCc3ccc4c(c3)OCO4)ncn2)cc1
 : -0.1	10	-2	0.0
- CCC(=O)NC(=S)Nc1ccc(C(N)=O)cc1
 : -0.2	-17	-6	0.1
- O=C(CCN1CCOCC1)c1ccc(Br)cc1
 : 1.4	8	-5	0.9
- O=C(Cc1cccc2ccccc12)N/N=C/c1cccnc1
 : 2.3	1	3	0.1
- CSc1ccc(S(=O)(=O)Nc2c(C)n(C)n(-c3ccccc3)c2=O)cc1
 : 0.9	11	8	-0.3
- O=c1c2ccccc2nc2c3ccccc3c(Cl)nn12
 : 0.1	8	0	0.1
- CCCCSc1nc2n(n1)C(c1ccccc1[N+](=O)[O-])C1=C(CCCC1=O)N2 (stereo not given)
 : 0.6	-1	-3	-0.1
- COC(C(=O)NCc1c(C)ncc2c1CCN(C(=O)c1ccoc1C)C2)c1ccccc1 (stereo not given)
 : 0.6	2	11	0.2
- Fc1ccc(C2=NN(c3cc(Cl)ccc3Cl)C(c3ccc(F)cc3)C2)cc1 (stereo not given)
 : -1.2	-5	1	0.4
- CC1CCc2c(sc3ncn4c(SCC(=O)N5CCCCC5)nnc4c23)C1 (stereo not given)
 : -1.0	14	1	0.1
- Cc1ccc(Cl)cc1N(CC(=O)Nc1ccccc1C(N)=O)S(C)(=O)=O
 : -1.1	15	6	0.2
- OCCN/N=C1\CC(c2ccccc2)Oc2ccccc21 (stereo not given)
 : 1.6	31	6	0.1
- O=C(NCc1cccs1)c1cccc(-n2c(=S)[nH]c3cc(Cl)ccc3c2=O)c1
 : -0.1	-1	-3	0.1
- CC(C)NC(=O)/C(=C\c1ccccc1)NC(=O)c1ccc(Cl)cc1Cl
 : 0.4	0	4	0.0
- Cc1c(C(=O)NCc2ccco2)sc2ncnc(N3CCN(c4ccccc4F)CC3)c12
 : -1.2	3	12	-0.3
- COc1ccccc1/C=C/CN1CCNC(=O)C1CC(=O)N1CCCC1 (stereo not given)
 : -0.6	0	4	0.0
- O=C(CCN1C(=O)C2C3C=CC(CC3)C2C1=O)NCc1ccco1 (stereo not given)
 : 1.7	-9	2	-0.1
- C/C(=N/NC(=O)c1cc(C(C)C)[nH]n1)c1ccccc1
 : -1.4	14	1	0.0
- CCSc1nnc2c(n1)OC(c1cccn1C(C)=O)N(C(C)=O)c1ccccc1-2 (stereo not given)
 : 0.1	1	-7	0.0
- CCCCOc1cc(C=O)ccc1OC
 : -1.1	-6	4	0.0
- COc1cccc2cc(C(=O)N3CCc4ccccc4C3)c(=O)oc12
 : -0.3	-4	-7	0.2
- O=C1CC(C(=O)N2CCC[C@@H]3CN(Cc4ccsc4)CC[C@H]32)C2(CCCCC2)O1 (stereo not given in full)
 : 0.9	0	-1	-0.1
- COc1cc(S(=O)(=O)NCCc2ccc3c(c2)OCO3)ccc1-n1cnnn1
 : 0.4	5	-12	-0.1
- O=C(NCCc1ccc(N2CCCC2)cc1)c1ccc(F)cc1
 : 0.3	1	1	-0.1
- CCCCn1c(CNC(=O)c2cccc(OC)c2)nnc1SCC(=O)Nc1sc2c(c1C(=O)OCC)CCC2
 : 1.6	-4	-1	0.0
- COCCNCC(=O)N1c2ccccc2Sc2ccccc21
 : 1.7	8	10	1.1
- Cc1ccc(C)c(C(=O)CSc2nc(N)cc(=O)[nH]2)c1
 : -0.4	3	0	0.1
- O=C1CCCC2=C1C(c1ccccc1Cl)n1nc(-c3ccncc3)nc1N2 (stereo not given)
 : 0.5	-13	-12	0.0
- CC(=O)NCCCc1oc2ccc(O)cc2c1[N+](=O)[O-]
 : -0.3	7	0	0.4
- CCN1C(=O)CC(C(=O)Nc2ccc(OC)cc2)SC1=Nc1ccc2c(c1)OCO2 (stereo not given)
 : -0.2	-10	1	0.0
- C=C=Cn1c(C2CC(=O)N(c3cc(C)cc(C)c3)C2)nc2ccccc21 (stereo not given)
 : 1.4	-19	3	-0.3
- CC(C)OC(=O)CCC/C=C/C[C@@H]1[C@@H](/C=C/[C@@H](O)COc2cccc(C(F)(F)F)c2)[C@H](O)C[C@@H]1O
 : 0.0	-9	nt	nt
- CN1CCN(CCNC(=O)c2cccc(CN(C(=O)c3nc4ccc(-c5cn[nH]c5)cc4s3)C3CC3)c2)CC1
 : 0.0	78*	50*	1.6
- Cn1c(N2CCOCC2)c(C=O)c2ccccc21
 : 0.2	-6	-10	-0.1
- CCC(=O)c1ccc(OCC(O)CN2CCN(c3ccccc3)CC2)cc1 (stereo not given)
 : 1.1	-4	-1	-0.1
- CCOC(=O)CCCNC(=O)COC(=O)CCC(=O)c1ccc(F)cc1
 : 2.7	0	-3	0.0
- CCc1cc(=O)n2[nH]c(CC)c(-c3ccccc3)c2n1
 : 0.5	-2	0	0.0
- CN(C1CCCCC1)S(=O)(=O)c1ccc(NC(=O)COc2ccc([N+](=O)[O-])cc2)cc1
 : -1.5	15	5	0.5
- COc1ccc(C)cc1NC(=O)CCCOc1cccc(C)c1
 : -0.9	18	11	0.7

Taken from above, 6 compounds:
Values in the order: GPR151 activ	MITF primary	TEAD-YAP inh	FBW7 activator
- CCCCn1c(CNC(=O)c2cccc(OC)c2)nnc1SCC(=O)Nc1sc2c(c1C(=O)OCC)CCC2
 : 1.6	-4	-1	0.0
- COCCNCC(=O)N1c2ccccc2Sc2ccccc21
 : 1.7	8	10	1.1
- Cc1ccc(C)c(C(=O)CSc2nc(N)cc(=O)[nH]2)c1
 : -0.4	3	0	0.1
- O=C1CCCC2=C1C(c1ccccc1Cl)n1nc(-c3ccncc3)nc1N2 (stereo not given)
 : 0.5	-13	-12	0.0
- CC(=O)NCCCc1oc2ccc(O)cc2c1[N+](=O)[O-]
 : -0.3	7	0	0.4
- CCN1C(=O)CC(C(=O)Nc2ccc(OC)cc2)SC1=Nc1ccc2c(c1)OCO2 (stereo not given)
 : -0.2	-10	1	0.0

Other entries follow.
Values in the order: GPR151 activ	MITF primary	TEAD-YAP inh	FBW7 activator
- C=CCOc1ccc(C(=O)NC(C)C2COc3ccccc3O2)cc1 (stereo not given)
 : -0.5	-13	-20	0.2
- CCCN(C1=NC2CS(=O)(=O)CC2S1)c1ccc(OC)cc1 (stereo not given)
 : -0.5	5	5	-0.2
- CC(=O)Nc1ccc(Nc2nc(N3CCN(c4ccccn4)CC3)nc3c2ncn3Cc2ccc(C(F)(F)F)cc2)cc1
 : 1.8	7	5	0.2
- CSc1c(Cl)c(Cl)nc(C(F)(F)F)c1Cl
 : -1.4	1	7	0.1
- Cc1cccc(CN2CCN(CC(=O)NCCCN3CCCC3=O)C2=O)c1
 : -0.1	8	-5	0.1
- O=C(N/N=C/c1ccccc1F)C(=O)Nc1ccc(F)cc1
 : -1.3	0	-1	-0.2
- Nc1c(C(=O)c2ccc(Br)cc2)sc2nc3c(cc12)C(=O)CCC3
 : 0.7	5	-5	0.9
- CC(C)(C)c1ccc(COC(=O)c2ccc[nH]c2=O)cc1
 : -1.4	6	4	0.3
- COc1ccc(-c2cc3ccccc3oc2=O)cc1NC(=O)COc1ccccc1[N+](=O)[O-]
 : -1.5	0	1	-0.1
- COc1cc(C2NCCc3cc(OC)c(OC)cc32)ccc1O (stereo not given)
 : 0.1	-10	8	-0.1
- COc1nn(C)cc1C(=O)N1CCN(CC(=O)c2cccs2)CC1
 : 1.3	22	-10	0.2
- C=CCN(c1ccc(C(=O)NCC2CCCO2)cc1)S(C)(=O)=O (stereo not given)
 : 1.5	11	4	0.0
- COc1ccc(/C=N/N=C2\SCC(=O)N2c2c(C)n(C)n(-c3ccccc3)c2=O)cc1
 : -1.0	22	3	0.6
- CC12CCC(C(=O)Nc3cc(Cl)ccc3Cl)(CC1=O)C2(C)C (stereo not given)
 : -0.3	-17	-8	0.1
- COc1cccc(-n2cc(C(=O)Nc3cccc(C(C)=O)c3)c3ccccc3c2=O)c1
 : -1.1	-14	16	-0.1
- COc1ccc(C2=NN(c3ccccc3)C(c3cn(-c4ccccc4)nc3-c3cc4ccccc4o3)C2)cc1 (stereo not given)
 : 1.3	2	3	0.1
- COc1cc(NC(=O)c2ccc(F)cc2)nc(OC)n1
 : -2.1	7	-21	0.0
- COC(=O)c1ccc2c(=O)n(CCc3ccccc3)c(=S)[nH]c2c1
 : -0.1	6	-23	0.2
- CC1CCc2c(sc(NC(=O)c3cccc(S(=O)(=O)N4CCOCC4)c3)c2C#N)C1 (stereo not given)
 : 1.1	1	1	0.1
- CC(C)(C)N=C(NS(=O)(=O)c1cccs1)c1ccccc1
 : -0.7	4	-9	0.2
- Cc1ccc(-c2ccc(N3CCN(C(=O)c4cccs4)CC3)nn2)cc1
 : 0.2	17	2	0.1
- CC(=O)c1cc(-c2ccccc2)n(CC(=O)N2CCCCCC2)c1C
 : -0.2	7	-10	-0.2
- CC1=NN(c2ccc(Br)cc2)C(=O)/C1=C\c1ccc(O)c(O)c1
 : 0.1	24	4	-0.4
- CCn1cc(Br)c(C(=O)Nc2sc3c(c2C(N)=O)CCCC3)n1
 : 0.0	2	-6	-0.2
- c1cc(-c2cnc3ccc(NCC4CC4)nn23)co1
 : 3.9	-5	18	-0.1
- Cc1ccc(-c2cncnc2C2CCCN(C(=O)c3ocnc3C)C2)cc1 (stereo not given)
 : -0.2	4	-5	-0.1
- Nc1nc(CN2CCN(C(=O)c3ccco3)CC2)nc(N2CCCc3ccccc32)n1
 : 2.3	17	-17	0.0
- CC1=C(C(=O)OC(C)C)C(c2ccc([N+](=O)[O-])cc2)NC(=O)N1 (stereo not given)
 : -0.1	-2	1	-0.1
- Cc1nc2ccccc2c(=O)n1-c1ccc(F)c(NC(=O)c2ccc(Cl)cc2)c1
 : -1.0	-6	-2	0.0
- Cc1ccc(N2CC(C(=O)OCC(=O)c3ccc(Br)cc3)CC2=O)c(C)c1 (stereo not given)
 : 1.8	6	2	0.1

Part of the list above in order of length of the SMILES, smallest number first.
Values in the order: GPR151 activ	MITF primary	TEAD-YAP inh	FBW7 activator
- Cc1ccc(-c2cncnc2C2CCCN(C(=O)c3ocnc3C)C2)cc1 (stereo not given)
 : -0.2	4	-5	-0.1
- Cc1ccc(-c2ccc(N3CCN(C(=O)c4cccs4)CC3)nn2)cc1
 : 0.2	17	2	0.1
- Nc1nc(CN2CCN(C(=O)c3ccco3)CC2)nc(N2CCCc3ccccc32)n1
 : 2.3	17	-17	0.0
- Cc1nc2ccccc2c(=O)n1-c1ccc(F)c(NC(=O)c2ccc(Cl)cc2)c1
 : -1.0	-6	-2	0.0
- CC1CCc2c(sc(NC(=O)c3cccc(S(=O)(=O)N4CCOCC4)c3)c2C#N)C1 (stereo not given)
 : 1.1	1	1	0.1

Continuation:
Values in the order: GPR151 activ	MITF primary	TEAD-YAP inh	FBW7 activator
- CC1CC(C)CN(C(=O)CSc2nnc(-c3ccccc3Cl)o2)C1 (stereo not given)
 : -0.8	14	3	0.7
- O=C(NCCn1ccnc1)C1CC12CCN(C(=O)C(c1ccccc1)C1CCCC1)CC2 (stereo not given)
 : -0.4	20	-4	-0.1
- CC(C)[C@H]1NC(=O)[C@H]2CN(C(=O)NCc3ccccc3)CCN2C1=O
 : -1.0	70*	6	-0.3
- O=C(C1CCCO1)N1CCN(c2ccc(Nc3cccnc3)nn2)CC1 (stereo not given)
 : 2.6	3	5	0.1
- CCN(CC)C(=O)C1CCCN(Cc2cc(OC)c(OC)cc2[N+](=O)[O-])C1 (stereo not given)
 : -0.6	-3	4	-0.1
- Cc1cc(C(F)(F)F)nn1C(=O)c1cccnc1Cl
 : -1.0	11	-4	0.0
- CCOC(=O)c1c(C)oc2nc(CN3C(=O)NC4(CCC(C)CC4)C3=O)nc(N)c12 (stereo not given)
 : -0.9	2	3	0.2
